# UGM FP inh – M. tuberculosis UGM enzyme inhibitors, primary screen, biochemical, fluorescence polarization, single point | UDP-galactopyranose mutase (Mycobacterium tuberculosis (strain ATCC 25618 / H37Rv)), … | purified UGM, fluorescence polarization probe displacement | inhibition, % at 10 µM | 320,000 compounds, 0.06% hits | AID 504406, 2011; in the data active = inhibition above about 10%, passing the limit was not always enough
# Target sequence (P9WIQ1 whole entry, looked up): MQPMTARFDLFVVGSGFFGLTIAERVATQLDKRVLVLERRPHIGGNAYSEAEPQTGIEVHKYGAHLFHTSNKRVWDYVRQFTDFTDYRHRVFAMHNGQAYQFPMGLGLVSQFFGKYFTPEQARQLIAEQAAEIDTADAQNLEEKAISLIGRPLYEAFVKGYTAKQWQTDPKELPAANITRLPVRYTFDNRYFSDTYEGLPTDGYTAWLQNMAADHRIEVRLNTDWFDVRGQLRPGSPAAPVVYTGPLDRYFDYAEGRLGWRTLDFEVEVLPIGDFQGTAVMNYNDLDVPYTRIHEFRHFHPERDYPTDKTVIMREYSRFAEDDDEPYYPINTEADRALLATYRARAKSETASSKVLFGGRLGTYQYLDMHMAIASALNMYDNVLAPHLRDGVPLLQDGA
# The depositor's hits bear a star.
SMILES,UGM FP inh
Cn1c(N)c(C(=O)COC(=O)c2ccc(S(=O)(=O)N3CCCCC3)cc2)c(=O)n(C)c1=O,1.6
COc1ccccc1N1C(=O)[C@@H]2[C@H](C1=O)[C@H](C(=O)c1ccc(OC(C)=O)cc1)N1N=CC=C[C@@H]21,0.6
O=C(COc1ccc2ccccc2c1)Nc1nnc(-c2ccco2)s1,-1.7
CCc1c(C(=O)c2ccc(Cl)cc2)oc2c(C)c3oc(=O)cc(C)c3cc12,0.2
Oc1ccc2ccccc2c1C=Nc1ccc(N2CCOCC2)cc1,0.0
Brc1ccccc1-c1nc(-c2ccccc2)no1,-3.1
CC(=O)N1N=C(c2ccccc2OC(=O)/C=C/c2ccccc2)CC1c1ccccc1 (centres undefined),-1.0
N#Cc1cc(NC(=O)c2ccc(F)cc2)c(=O)n2c1[nH]c1ccccc12,2.8
Oc1c(C=Nc2cccc3nsnc23)ccc2ccccc12,-1.2
c1cc2c(cc1-c1csc(NNC3=NCCCCC3)n1)OCCO2,1.5
Cc1csc(NC(=O)c2ccc(C(=O)Nc3nc(C)cs3)cc2)n1,2.3
Cc1ccccc1CC1S/C(=N/N=C/c2ccco2)NC1=O (centres undefined),1.6
CC(C)(C)OC(=O)CNC(=O)c1[nH]cnc1C(=O)N[C@@H](CCCCN)C(=O)OC(C)(C)C,-2.8
COc1ccc(NC(=O)CCl)cn1,4.1
O=C(O)COc1ccc(Cl)cc1CO,0.1
COc1ccc(N2CCN(C(=O)COc3ccccc3)CC2)cc1,-0.4
CCN(CC)S(=O)(=O)c1cc([N+](=O)[O-])ccc1NNC(=O)Nc1ccccc1,-2.8
O=P(O)(CN1CCCCCC1)C1Cc2ccccc2C1,1.1
O=C(Cn1c(=O)[nH]c2ccsc2c1=O)N1CCN(c2ccc(F)cc2)CC1,-2.8
CC1(C)CC(=O)C2=C(C1)Nc1ccccc1N=C2,1.5
FC(F)(F)c1ccc(C2[C@H]3CN(Cc4ccc(-c5ccccc5)cc4)[C@H](c4ccccc4)C34CC2(c2cccnc2)C4)cc1 (some centres undefined),1.0
OCCc1ccccc1,-0.8
COC(=O)c1ccccc1NC(=O)CN1C(=O)C2CCCN2c2ncc(Cl)cc21 (centres undefined),0.3
O=C(C1CCN(S(=O)(=O)N2CCOCC2)CC1)N1CCc2ccccc21,3.6
Fc1ccccc1/C=N/Nc1nc(-c2ccccn2)nc2ccccc12,1.6
# Additional structures follow.
SMILES,UGM FP inh
CCCc1nnc(NC(=O)c2c(O)c3cccc4c3n(c2=O)CC4)s1,3.1
COc1cccc(C2C3=C(N=c4s/c(=C\c5ccccc5O)c(=O)n42)c2ccccc2CC3)c1OC (centres undefined),-0.9
COc1ccc(C2C=C(c3ccc(Br)cc3)Nc3nc(NS(C)(=O)=O)nn32)cc1 (centres undefined),-11.3
COC(=O)/C(=C(/F)SCC(C)=O)C(F)(F)F,-0.8
CCOC(=O)CNC(=O)c1cc(C)oc1C,-2.8
C=C(NC(=O)C(=C)NC(=O)c1csc(C2=NC3c4csc(n4)C4NC(=O)c5csc(n5)C([C@@](C)(O)C(C)O)NC(=O)C5CSC(=N5)/C(=C\C)NC(=O)C(C(C)O)NC(=O)c5csc(n5)[C@]3(CC2)NC(=O)C(C)NC(=O)C(=C)NC(=O)C(C)NC(=O)C(C(C)CC)NC2C=Cc3c(C(C)O)cc(nc3C2O)C(=O)OC4C)n1)C(N)=O (some centres undefined),-2.0
CCc1ccc(N2C(=O)c3cc(N4CCOCC4)c([N+](=O)[O-])cc3C2=O)cc1,1.7
CCOc1ccc(Nc2oc(-c3ccccc3Cl)nc2C#N)cc1,1.1
Cc1cccc(C(=O)NC2CCCc3ccccc32)c1 (centres undefined),-2.4
CC1(C)Cc2c(sc(NC(=O)c3ccco3)c2C#N)C(C)(C)N1,1.1
COC(=O)CSc1ncnc2c1sc1nc(-c3ccco3)c3c(c12)CC(C)(C)OC3,5.3
Cc1cccc(/C=N/n2c(-c3ccccn3)n[nH]c2=S)c1,-0.8
COC(=O)N1CCN(C(=O)Cc2ccc(Cl)c(Cl)c2)C(CN2CCCC2)C1 (centres undefined),1.9
COC(=O)c1cccc(Cn2cc([N+](=O)[O-])cn2)c1,3.4
CCN(CC)c1ccc2cc(-c3nc(-c4ccc(OC)cc4)cs3)c(=O)oc2c1,-0.6
COc1cc(-c2nnco2)cc(OC)c1OC,3.9
C#CCOCCOCCOCCNc1nc(N2CCN(C(=O)CCCCCCCCCCNC(=O)[C@H]([C@@H](C)CC)n3cc(CCCCN=C(N)N)nn3)CC2)nc(N2CCN(C(=O)CCCCCCCCCCNC(=O)[C@H](CCCCN)n3cc(C)nn3)CC2)n1,0.3
CC[C@H](C)[C@@H]1NC(=O)c2cc([N+](=O)[O-])cc(I)c2NCC[C@@H](C(N)=O)NC(=O)[C@H](CCCN=C(N)N)NC1=O,-1.9
COc1ccc2nc(NC(=O)/C=C/c3ccc4c(c3)OCO4)sc2c1,0.2
C/C(=N\NC(=O)C1CC1)c1cccc(NC(=O)c2cccc(Cl)c2)c1,-2.6
CC(C)C(NC(=O)C12CC3CC(CC(C3)C1)C2)C(=O)NC1=NCCS1 (centres undefined),2.3
CCCCn1c(=O)c(C(=O)N/N=C/c2ccc(F)cc2)c(O)c2ccccc21,4.4
Nc1nc2nc(SCC(=O)N3CCCc4ccccc43)[nH]c2c(=O)[nH]1,-1.3
CC(C)(O)c1[nH]c2ccc(C#N)cc2c1C(C)(C)O,-4.4
Cc1cccc(CCNC(=O)c2cc(=O)[nH]c3ccc(Br)cc23)c1,2.3
# New compounds follow:
SMILES,UGM FP inh
COc1ccc2nc3n(c(=O)c2c1)-c1cc(Cl)ccc1C(=O)NC3Cc1ccccc1 (centres undefined),-2.9
C=C(C(=O)Oc1ccccc1C(C)(C)C)c1ccccc1,0.6
Cc1ccc2c(C)nc(Nc3ncc4c(n3)CCCC4=O)nc2c1,-2.1
C#CCNC(=O)C1=C[C@H](c2ccc3c(c2)OCO3)C[C@H](OCCCCO)O1,2.1
O=C(NNC(=O)c1ccccc1C(=O)O)c1ccc(-c2ccccc2)cc1,4.9
CCCCCCN(C(=O)CCCCCN1C(=O)NC(c2ccc([N+](=O)[O-])cc2)C(C(=O)OCc2ccccc2)=C1C)C(C(=O)NCCCC)c1ccc(OCC(=O)OC)c(C(=O)OC)c1 (centres undefined),0.4
Cc1sc2ncnc(SCC(=O)c3ccc(Cl)s3)c2c1C,1.2
CCOC(=O)N1CCN(C(=S)NC(=O)c2ccc(F)cc2)CC1,0.6
CCn1cc(C(=O)O)c(=O)c2cc3c(cc21)OCO3,-1.9
O=C(N/C(=C/c1cn(-c2ccccc2)nc1-c1ccccc1)C(=O)N1CCOCC1)c1ccccc1,-0.1
CCCCNC(=O)Oc1c(Br)cc2sc(=O)oc2c1Br,-2.7
COc1cccc(-c2c(C#N)c(N)nc3c2c(=O)nc2sccn23)c1,1.0
C=C(C=O)C[C@@H]1C[C@H](O)C2OC3C[C@]4(C)OC5/C=C\CC6OC7C(CC=CCC6OC5CCCC4OC3CC2O1)OC1CC2OC3CC(=O)OC3C[C@@H](C)C[C@@]2(C)OC1C[C@@H]7C (some centres undefined),-1.8
COc1ccc(-n2c(C)nc3sc4c(c3c2=O)CCCC4)cc1,-1.8
COc1ccc2c(c1)O[C@H](c1ccc3c(c1)OCO3)[C@@H](OC(=O)Nc1cc(OC)c(OC)c(OC)c1)C2=O,0.5
Cc1ccc(C2/C(=C(/O)c3cnn(-c4ccccc4)c3C)C(=O)C(=O)N2CCCN2CCOCC2)o1 (centres undefined),1.1
COC/C=C/C1=CC2=CC(=O)C(C)(OC(=O)c3cnc4ccccc4n3)C(=O)C2=CN1C1CCCCC1 (centres undefined),-1.0
Cc1sc2ncnc(Sc3nnc4sc5ccccc5n34)c2c1C,1.9
C/C(=N\NC(=O)C1CC1)c1ccc(NC(=O)c2ccc(Br)o2)cc1,1.3
O=C(c1ccco1)N1CCN(CC(=O)N2CCCc3c2c(=O)oc2ccc(O)cc32)CC1,-2.2
O=C1c2cccc3cccc(c23)C(=O)N1CCN1CCN(C(=S)Nc2ccc(F)cc2)CC1,5.1
CC(C)CC1NC(=O)c2cc(Cl)ccc2-n2c1nc1ccc(F)cc1c2=O (centres undefined),-2.3
O=C(CN1C(=O)NC2(CCc3ccccc32)C1=O)Nc1cc(C(F)(F)F)ccc1N1CCOCC1 (centres undefined),-0.6
CC(=O)N1c2ccc(N=Cc3cc(Br)cc(Br)c3O)cc2CC1C (centres undefined),-0.7
O=C(Nc1ccccc1)Nc1scc2c1c(=O)oc1ccccc12,2.1

# Molecules above that have two or more sulfur atoms (five):
SMILES,UGM FP inh
Cc1csc(NC(=O)c2ccc(C(=O)Nc3nc(C)cs3)cc2)n1,2.3
C=C(NC(=O)C(=C)NC(=O)c1csc(C2=NC3c4csc(n4)C4NC(=O)c5csc(n5)C([C@@](C)(O)C(C)O)NC(=O)C5CSC(=N5)/C(=C\C)NC(=O)C(C(C)O)NC(=O)c5csc(n5)[C@]3(CC2)NC(=O)C(C)NC(=O)C(=C)NC(=O)C(C)NC(=O)C(C(C)CC)NC2C=Cc3c(C(C)O)cc(nc3C2O)C(=O)OC4C)n1)C(N)=O (some centres undefined),-2.0
COC(=O)CSc1ncnc2c1sc1nc(-c3ccco3)c3c(c12)CC(C)(C)OC3,5.3
Cc1sc2ncnc(SCC(=O)c3ccc(Cl)s3)c2c1C,1.2
Cc1sc2ncnc(Sc3nnc4sc5ccccc5n34)c2c1C,1.9

# Rewritten field by field: entries from further up
> CC1(C)CC(=O)C2=C(C1)Nc1ccccc1N=C2
  UGM FP inh: 1.5

> Cc1ccc2c(C)nc(Nc3ncc4c(n3)CCCC4=O)nc2c1
  UGM FP inh: -2.1

# The list goes on:
SMILES,UGM FP inh
CC(=O)N1CCN(CC(=O)O)CC1,-1.0
NC(=O)CC[C@@H]1NC(=O)[C@H](CO)NC(=O)c2cc([N+](=O)[O-])cc(I)c2NCCC[C@@H](C(N)=O)NC(=O)[C@H](Cc2ccc(O)cc2)NC1=O,2.8
Cc1cc(C)nc(/N=C2\NC(=O)CC(C(=O)O)N2c2cccc(Cl)c2)n1 (centres undefined),1.0
CC1(O)C(=O)C=C2C=C(c3ccc(C#N)cc3)OC=C2C1=O (centres undefined),2.4
O=C1C(=O)N(CCc2c[nH]c3ccccc23)C(c2cccnc2)/C1=C(/O)c1ccccc1 (centres undefined),-0.4
NC(=O)C1CCN(c2nc(-c3ccccc3Br)cs2)CC1,0.1
Cc1ccc(-c2csc(NC(=O)CSc3nc(C)cc(=O)[nH]3)n2)cc1,1.3
O=C(CCC(=O)N1CCN(c2ccc(O)cc2)CC1)c1ccc(Br)cc1,-1.2
COC(=O)[C@@]1(Cc2ccc(F)cc2)[C@H]2c3cc(C(=O)N(C)C)n(Cc4ccc(OC)c(OC)c4)c3C[C@H]2CN1C(=O)c1ccccc1,-1.0
CN1CCc2c(C#N)c(N3CCCCC3)nc(N3CCOCC3)c2C1,2.4
CNC(=O)c1c(N)sc2c1CCCCC2,2.6
CCOc1ccccc1N1CCN(C(=O)Nc2ccc(Cl)c(Cl)c2)CC1,1.7
COc1ccc(C2C=C(c3cccs3)Nc3nc(CCCO)nn32)cc1 (centres undefined),28.6*
Cc1nc2ccccc2n1/C(=N/S(=O)(=O)c1ccc(Br)cc1)c1ccccc1,0.9
CCC(=O)N1CCc2cc(S(=O)(=O)CCC(=O)Nc3c(C)n(C)n(-c4ccccc4)c3=O)ccc21,1.3
Cc1noc(/C=C/N(C)C)c1S(=O)(=O)N1CCCC(C(=O)NCc2ccc(F)cc2)C1 (centres undefined),-2.2
NC(=O)c1ccsc1NC(=O)COC(=O)C1CCCN1C(=O)c1cccs1 (centres undefined),-0.3
COC(=NC(C)C)NC(C)C,1.1
CC1=C(C#N)C(=O)N(C2CCS(=O)(=O)C2)C(=O)/C1=C\c1ccc(C)o1 (centres undefined),0.4
COC(=O)[C@@]1(Cc2ccc(OC)cc2)[C@H]2c3cc(C(=O)N(C)C)n(C[C@H](O)CO)c3C[C@H]2CN1C(=O)c1ccccc1,-0.9
CCOc1ccc(S(=O)(=O)Nc2ccc3c(c2)c2c(n3S(=O)(=O)c3ccc(OCC)cc3)CCCC2=O)cc1,2.2
COc1ccc(C)cc1NC(=O)C(Sc1ccccc1)c1ccccc1 (centres undefined),0.7
COc1cccc(CCN2C(=O)C(=O)N([C@@H](CNCc3ccccc3)Cc3ccccc3F)C[C@@H]2C(C)(C)C)c1,3.5
FC(F)(F)c1cccc(NC(=S)NNC(=S)Nc2ccc(Cl)cc2)c1,2.3
CC(C)C[C@H](NC(=O)[C@@H](O)[C@H](N)Cc1ccccc1)C(=O)O,-2.5

# Reprinted at random: five entries already listed
SMILES,UGM FP inh
CC(C)C[C@H](NC(=O)[C@@H](O)[C@H](N)Cc1ccccc1)C(=O)O,-2.5
COc1ccc(C2C=C(c3cccs3)Nc3nc(CCCO)nn32)cc1 (centres undefined),28.6*
NC(=O)CC[C@@H]1NC(=O)[C@H](CO)NC(=O)c2cc([N+](=O)[O-])cc(I)c2NCCC[C@@H](C(N)=O)NC(=O)[C@H](Cc2ccc(O)cc2)NC1=O,2.8
Cc1noc(/C=C/N(C)C)c1S(=O)(=O)N1CCCC(C(=O)NCc2ccc(F)cc2)C1 (centres undefined),-2.2
NC(=O)C1CCN(c2nc(-c3ccccc3Br)cs2)CC1,0.1

# Further compounds
SMILES,UGM FP inh
CCC1C=CC=CC[C@H](C)[C@@H](O)[C@](C)(O)C(=O)[C@@H](C)[C@H](O)[C@@H](C)C(=O)[C@H](C)[C@@H](O)[C@H](C)C=CC(=O)OC2[C@@H](C)C(CC1)OC1(CC[C@@H](C)C(C[C@H](C)O)O1)[C@@H]2C (some centres undefined),-1.8
CC#CCN1c2ccccc2[C@]23C[C@@H](C(=O)OC)N(C(=O)c4ccc(Br)cc4)C2=NC(C(=O)OC)=C(C(=O)OC)[C@H]13,-1.2
O=c1c2c3c(sc2nc2sc(CN4CCCCC4)cn12)CCCC3,0.5
Cc1sc(/N=C/c2ccccc2O)c(C#N)c1C,0.2
COC(=O)C1=C(COc2ccccc2)NC(=O)NC1c1ccc2ccccc2c1 (centres undefined),0.3
Cc1nn(-c2ccccc2)c(Cl)c1/C=N/NC(=O)c1ccc(NS(=O)(=O)c2cccs2)cc1,2.3
Cc1ccc2oc(=O)c3cc(C(=O)Nc4cc(-c5cccc(F)c5)no4)sc3c2c1,0.8

# From PubChem

# Only part of the results is shown; rates above refer to the full screens.
